Source: PubChem (Sanford-Burnham Center for Chemical Genomics)
MPTP block = blocks calcium-induced mitochondrial swelling | isolated mouse mitochondria, Ca2+ swelling absorbance, 30 min | inhibition, % at 10 µM | hit rate 1.4% among 360,000 | AID 602449;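 active = inhibition of 50% or more, scaled per plate between neutral and stimulator controls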;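 note: 0% = DMSO wells given calcium and 100% = 1 mM EGTA wells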
PfGluPho inh = PfG6PD (Plasmodium falciparum) enzyme inhibition. PfGluPho enzyme, NADPH resazurin-diaphorase fluorescence. inhibition, % at 20 µM. hit rate 0.78% among 350,000. AID 504690;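 active = inhibition reaching at least a set limit at 20 µM in the primary screen, cut at about 59% in these data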;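 note: 0% = DMSO wells with substrate and 100% = DMSO wells lacking glucose-6-phosphate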
SENP8 inh = inhibitors of human SENP8 protease; inhibition, % at 20 µM; recombinant SENP8, Nedd8 substrate fluorescence; Q96LD8; hit rate 0.64% among 360,000; AID 602440; in the data active = inhibition mostly above about 40%, no sharp cut-off; inactive = mostly below about 27%
NR3A LBD binder = modulators (binders) of human NR3A ligand-binding domain; NR3A LBD differential scanning fluorimetry, Tm shift; 0% = protein alone, 100% = glycine-bound protein; Tm shift relative to glycine control, % at 25 µM; hit rate 2.5% among 340,000; AID 1259313;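 active = melting temperature shift of at least 10% of the positive control shift, at one fixed dose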
ATG4B inh = blocks human ATG4B protease cleavage of LC3 substrate; inhibition, % at 8.33 µM; hit rate 0.51% among 340,000; AID 504462; ATG4B cleavage of LC3-PLA2, NBD-HPC fluorescence, 1 h; in the data active = inhibition above about 40%
SENP7 block = SENP7 protease inhibition; recombinant SENP7, Z-RLRGG-aminoluciferin luminescence, 40 min; inhibition, % at 5 µM; AID 434973; Q9BQF6; hit rate 1.5% among 330,000;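 active = inhibition above about 50% at the single test dose, limit read from the data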;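 note: plate controls were DMSO with enzyme for no effect and no enzyme buffer wells for full effect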
SENP6 inh = inhibitors of human SENP6 protease; Recombinant SENP6 catalytic domain, aminoluciferin luminescence; hit rate 1.8% among 330,000; Q9GZR1; inhibition, % at 10 µM;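 active = inhibition above about 50% at the single tested dose, limit read from the data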;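 note: plate controls were DMSO wells with enzyme for no effect and DMSO wells lacking enzyme for full effect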
HKDC1 inh = HKDC1 (human) hexokinase inhibition; hit rate 0.16% among 340,000; inhibition, % at 20 µM; AID 493160; recombinant HKDC1, G6PDH/diaphorase resazurin coupled fluorescence; Q2TB90;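 active = inhibition above about 35% when tested at 20 µM, limit read from the data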;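 note: plate controls were DMSO wells with enzyme for no effect and DMSO wells lacking enzyme for full effect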
Target sequence (Q2TB90 whole entry, looked up): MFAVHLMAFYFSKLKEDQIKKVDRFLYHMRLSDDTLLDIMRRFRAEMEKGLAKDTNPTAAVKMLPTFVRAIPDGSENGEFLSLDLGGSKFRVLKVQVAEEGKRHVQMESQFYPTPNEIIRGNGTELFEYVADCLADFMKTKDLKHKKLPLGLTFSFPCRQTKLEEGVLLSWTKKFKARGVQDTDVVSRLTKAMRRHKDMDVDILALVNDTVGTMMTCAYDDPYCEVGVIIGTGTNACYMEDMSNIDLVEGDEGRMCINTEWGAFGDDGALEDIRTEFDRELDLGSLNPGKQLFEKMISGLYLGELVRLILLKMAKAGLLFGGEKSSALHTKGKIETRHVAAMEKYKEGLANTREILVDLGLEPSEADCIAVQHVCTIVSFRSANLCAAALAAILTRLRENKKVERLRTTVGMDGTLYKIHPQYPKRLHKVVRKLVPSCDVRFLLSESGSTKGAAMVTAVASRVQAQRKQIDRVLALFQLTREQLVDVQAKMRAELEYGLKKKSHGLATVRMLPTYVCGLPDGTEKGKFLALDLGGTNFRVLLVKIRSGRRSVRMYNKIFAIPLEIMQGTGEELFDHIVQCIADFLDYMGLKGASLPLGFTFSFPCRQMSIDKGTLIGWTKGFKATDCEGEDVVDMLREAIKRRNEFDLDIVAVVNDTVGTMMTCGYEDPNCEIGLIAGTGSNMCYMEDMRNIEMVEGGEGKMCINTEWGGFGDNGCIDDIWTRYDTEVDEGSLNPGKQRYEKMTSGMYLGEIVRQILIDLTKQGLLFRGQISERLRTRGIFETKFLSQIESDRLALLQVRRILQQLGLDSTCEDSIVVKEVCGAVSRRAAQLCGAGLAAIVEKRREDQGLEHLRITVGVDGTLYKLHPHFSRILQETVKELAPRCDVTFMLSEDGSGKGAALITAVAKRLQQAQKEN
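Assay system: in-house recombinant HK5 (HKDC1) enzyme. Input: HKDC1 at 5 µg/mL. Medium: Tris pH 8.0 buffer with MgCl2, Tween-20, BSA, BME. Dosing: single 20 µM dose. Schedule: 90 min reaction incubation at room temperature, dark. Signal: resazurin-to-resorufin fluorescence via G6PDH and diaphorase coupling, 525/613 nm. Controls: DMSO-enzyme wells negative, buffer-substituted wells positive.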
* hit, by the source's call; & = joins results of further samples.

What do the screens show for `CC(NC(=O)CNC(=S)N(Cc1ccccc1)Cc1cccnc1)c1ccccc1` (stereo not drawn)?
MPTP block: -2.0; PfGluPho inh: -4; SENP8 inh: 10; NR3A LBD binder: -1; ATG4B inh: -1; SENP7 block: 3; SENP6 inh: -10; HKDC1 inh: -4

What do the screens show for `CCOC(=O)c1c(-c2cccc3ccccc23)csc1NC(=O)C1C2CCC(O2)C1C(=O)O` (stereo not drawn)?
MPTP block: 2.0; PfGluPho inh: -21; SENP8 inh: 0; NR3A LBD binder: -1; ATG4B inh: 6; SENP7 block: -3; SENP6 inh: -4; HKDC1 inh: -3

How did COc1cc(CC(=O)N(C)CC(=O)Nc2cc(C)ccc2C)cc(OC)c1OC do in these assays?
MPTP block: -1.0; PfGluPho inh: 9; SENP8 inh: 2; NR3A LBD binder: -2; ATG4B inh: -3; SENP7 block: -8; SENP6 inh: -14; HKDC1 inh: -5

How did CCOC(=O)c1sc(NC(=O)CN2C(=O)NC3(CC(C)CC(C)(C)C3)C2=O)c(C(=O)OCC)c1C (stereo not drawn) do in these assays?
MPTP block: -0.6; PfGluPho inh: -47; SENP8 inh: 21; NR3A LBD binder: -3; ATG4B inh: 1; SENP7 block: -3; SENP6 inh: -7; HKDC1 inh: -13

What do the screens show for `CC(=O)Nc1cccc(C(=O)OCC(=O)c2ccc3c(c2)OCO3)c1`?
MPTP block: -0.2; PfGluPho inh: -11; SENP8 inh: -2; NR3A LBD binder: 0; ATG4B inh: 4; SENP7 block: 81*; SENP6 inh: 84*; HKDC1 inh: -5

What do the screens show for `O=S(=O)(c1ccccc1)N1CCN(Cc2cccc(Br)c2)CC1`?
MPTP block: 1.4; PfGluPho inh: 21; SENP8 inh: 13; NR3A LBD binder: -2; ATG4B inh: -1; SENP7 block: -9; SENP6 inh: -7; HKDC1 inh: -1

Results for Cc1cnc(NC(=O)CCCc2nc3ccccc3s2)s1 ?
MPTP block: -4.2; PfGluPho inh: 54; SENP8 inh: 5; NR3A LBD binder: 0; ATG4B inh: -2; SENP7 block: 0; SENP6 inh: -10; HKDC1 inh: -1

Results for COc1cccc(-c2ncc3ccccc3c2COC(=O)CCC(=O)O)c1 ?
MPTP block: -1.7; PfGluPho inh: -7; SENP8 inh: 17; NR3A LBD binder: 1; ATG4B inh: -3; SENP7 block: -3; SENP6 inh: -6; HKDC1 inh: -2

Results for CC(C)c1ccc(NC(=O)c2cc(Br)ccc2Br)cc1 ?
MPTP block: 1.3; PfGluPho inh: -3; SENP8 inh: -48; NR3A LBD binder: -4; ATG4B inh: -9; SENP7 block: -6; SENP6 inh: -16; HKDC1 inh: -9

Results for Nc1nc(SCCO)[nH]c(=O)c1NC(=O)c1ccccc1F ?
MPTP block: 0.8; PfGluPho inh: 4; SENP8 inh: 16; NR3A LBD binder: -1; ATG4B inh: -1; SENP7 block: -9; SENP6 inh: -6; HKDC1 inh: -5

What do the screens show for `CCN(CC)N=Nc1ccc(S(=O)(=O)Nc2nc(C)cc(C)n2)cc1`?
MPTP block: 3.8&0.0; PfGluPho inh: 3&-10; SENP8 inh: 23&15; NR3A LBD binder: -7&-2; ATG4B inh: -1&-7; SENP7 block: -3&-1; SENP6 inh: -3&-19; HKDC1 inh: -5&-3

How did CCCn1c(N)c(N(CCOC)C(=O)c2cc(S(=O)(=O)N3CCCCCC3)ccc2OC)c(=O)[nH]c1=O do in these assays?
MPTP block: -0.7; PfGluPho inh: -10; SENP8 inh: 10; NR3A LBD binder: -3; ATG4B inh: -1; SENP7 block: 14; SENP6 inh: -5; HKDC1 inh: -3

How did Cc1ccn2cc(-c3ccc4c(c3)NC(=O)CO4)nc2c1 do in these assays?
MPTP block: -0.4; PfGluPho inh: 35; SENP8 inh: -295; NR3A LBD binder: 3; ATG4B inh: 2; SENP7 block: 1; SENP6 inh: 4; HKDC1 inh: -4

What do the screens show for `Cc1ccc(NC(=O)N2CCCC2C(=O)NCc2ccccc2Cl)cc1` (stereo not drawn)?
MPTP block: -0.7; PfGluPho inh: 2; SENP8 inh: 0; NR3A LBD binder: -2; ATG4B inh: -6; SENP7 block: -4; SENP6 inh: 7; HKDC1 inh: -2

Results for CCCCNC(=O)CC1N=C2c3ccccc3N=C(SCC(=O)Nc3cccc(C)c3)N2C1=O (stereo not drawn) ?
MPTP block: -3.1; PfGluPho inh: -22; SENP8 inh: -224; NR3A LBD binder: -1; ATG4B inh: -17; SENP7 block: 2; SENP6 inh: 13; HKDC1 inh: -3

How did S=c1[nH]nc(-c2n[nH]c3c2CCC3)n1/N=C/C=C/c1ccco1 do in these assays?
MPTP block: 2.0; PfGluPho inh: 19; SENP8 inh: 30; NR3A LBD binder: 2; ATG4B inh: 1; SENP7 block: -1; SENP6 inh: -7; HKDC1 inh: 2

What do the screens show for `O=C(CCNC(=O)c1ccccc1Cl)Nc1cccc(S(=O)(=O)N2CCOCC2)c1`?
MPTP block: -0.7; PfGluPho inh: -2; SENP8 inh: 10; NR3A LBD binder: -1; ATG4B inh: 1; SENP7 block: -4; SENP6 inh: -17; HKDC1 inh: 0

How did NNC(=O)CC12CC3CC(C1)CC(n1ncnn1)(C3)C2 do in these assays?
MPTP block: -1.4; PfGluPho inh: 17; SENP8 inh: 24; NR3A LBD binder: -1; ATG4B inh: 2; SENP7 block: -4; SENP6 inh: -26; HKDC1 inh: -4

What do the screens show for `Cc1cc(NC(=O)C2C3C(=O)N(CCC(C)C)C(C(=O)NCc4ccccc4)C34C=CC2(C)O4)no1` (stereo not drawn)?
MPTP block: -1.5; PfGluPho inh: 9; SENP8 inh: 18; NR3A LBD binder: -2; ATG4B inh: -10; SENP7 block: -8; SENP6 inh: -3; HKDC1 inh: 2

How did C/C(=N\NC(=O)c1n[nH]c2c1CCC2)c1cccs1 do in these assays?
MPTP block: 3.6; PfGluPho inh: -3; SENP8 inh: 27; NR3A LBD binder: 0; ATG4B inh: -3; SENP7 block: 87*; SENP6 inh: 87*; HKDC1 inh: -5

How did Cc1ccc(C2c3[nH]c4ccccc4c3C[C@H]3C(=O)N(c4ccccc4C(=O)NCCCN4CCOCC4)C(=O)N23)cc1 (stereo partly drawn) do in these assays?
MPTP block: 0.1; PfGluPho inh: -6; SENP8 inh: -1; NR3A LBD binder: -3; ATG4B inh: -26; SENP7 block: -3; SENP6 inh: -14; HKDC1 inh: 6

How did CCOC(=O)N1CCN(C(=O)c2cc3c(=O)n4ccccc4nc3s2)CC1 do in these assays?
MPTP block: -0.8; PfGluPho inh: 22; SENP8 inh: -408; NR3A LBD binder: -1; ATG4B inh: 4; SENP7 block: -6; SENP6 inh: 2; HKDC1 inh: -9

What do the screens show for `COc1cccc2c1OCC(C(=O)NCc1ccc(Cl)cc1Cl)=C2`?
MPTP block: 23; PfGluPho inh: 29; SENP8 inh: 28; NR3A LBD binder: -5; ATG4B inh: 32; SENP7 block: -11; SENP6 inh: -16; HKDC1 inh: 8

Results for CCOc1ccc(NC(=O)COC(=O)Cc2ccsc2)cc1 ?
MPTP block: -0.1; PfGluPho inh: -1; SENP8 inh: 4; NR3A LBD binder: 34*; ATG4B inh: -6; SENP7 block: -7; SENP6 inh: -17; HKDC1 inh: -2

Entries shown so far containing a Cl atom, in the order listed:
What do the screens show for `Cc1ccc(NC(=O)N2CCCC2C(=O)NCc2ccccc2Cl)cc1` (stereo not drawn)?
MPTP block: -0.7; PfGluPho inh: 2; SENP8 inh: 0; NR3A LBD binder: -2; ATG4B inh: -6; SENP7 block: -4; SENP6 inh: 7; HKDC1 inh: -2

What do the screens show for `O=C(CCNC(=O)c1ccccc1Cl)Nc1cccc(S(=O)(=O)N2CCOCC2)c1`?
MPTP block: -0.7; PfGluPho inh: -2; SENP8 inh: 10; NR3A LBD binder: -1; ATG4B inh: 1; SENP7 block: -4; SENP6 inh: -17; HKDC1 inh: 0

What do the screens show for `COc1cccc2c1OCC(C(=O)NCc1ccc(Cl)cc1Cl)=C2`?
MPTP block: 23; PfGluPho inh: 29; SENP8 inh: 28; NR3A LBD binder: -5; ATG4B inh: 32; SENP7 block: -11; SENP6 inh: -16; HKDC1 inh: 8

Later entries:
How did COc1ccc(CNC(=O)CCS(=O)(=O)c2ccc3c(c2)CCN3C(C)=O)cc1 do in these assays?
MPTP block: -0.2; PfGluPho inh: 10; SENP8 inh: 6; NR3A LBD binder: 0; ATG4B inh: -3; SENP7 block: 13; SENP6 inh: 20; HKDC1 inh: -4

What do the screens show for `Cc1cccc(N2C(=O)C(O)=C(C(=O)c3cccs3)C2c2ccc(C(C)C)cc2)n1` (stereo not drawn)?
MPTP block: 18; PfGluPho inh: -50; SENP8 inh: 27; NR3A LBD binder: -6; ATG4B inh: 4; SENP7 block: -3; SENP6 inh: 6; HKDC1 inh: 5

Results for CCCCc1n(CC(=O)c2ccc(Cl)cc2)c2ccccc2[n+]1C ?
MPTP block: -0.9; PfGluPho inh: -6; SENP8 inh: 7; NR3A LBD binder: -1; ATG4B inh: 8; SENP7 block: -2; SENP6 inh: -2; HKDC1 inh: -4

How did O=c1c2cc(Br)ccc2nc2n1CCCCC2 do in these assays?
MPTP block: -0.9; PfGluPho inh: -26; SENP8 inh: 10; NR3A LBD binder: -1; ATG4B inh: 0; SENP7 block: 8; SENP6 inh: 13; HKDC1 inh: 0

How did COC(=O)c1c(-c2ccccc2)c[nH]c1C do in these assays?
MPTP block: 0.5; PfGluPho inh: -6; SENP8 inh: -9; NR3A LBD binder: 1; ATG4B inh: 6; SENP7 block: -2; SENP6 inh: 3; HKDC1 inh: -12

How did Cc1cccn2c(=O)c(C=O)c(N3CCN(C)CC3)nc12 do in these assays?
MPTP block: 1.1; PfGluPho inh: -8; SENP8 inh: -132; NR3A LBD binder: 2; ATG4B inh: -2; SENP7 block: -2; SENP6 inh: -13; HKDC1 inh: -6

What do the screens show for `OCC1(Cc2ccccc2Cl)CCN(C/C=C/c2ccccc2)CC1`?
MPTP block: 2.7; PfGluPho inh: 2; SENP8 inh: 32; NR3A LBD binder: -2; ATG4B inh: -10; SENP7 block: 6; SENP6 inh: 2; HKDC1 inh: -3

How did N#CC1=C2SCN(c3ccccc3)CN2C(=O)CC1c1ccccc1Cl (stereo not drawn) do in these assays?
MPTP block: -2.0; PfGluPho inh: 74*; SENP8 inh: 6; NR3A LBD binder: -2; ATG4B inh: 12; SENP7 block: 11; SENP6 inh: -8; HKDC1 inh: 6

How did CC1=C(C(=O)OCc2ccccc2)C(c2ccc(Cl)cc2)NC(=O)N1CCCCCC(=O)O (stereo not drawn) do in these assays?
MPTP block: 0.5; PfGluPho inh: -22; SENP8 inh: 4; NR3A LBD binder: -1; ATG4B inh: -5; SENP7 block: 1; SENP6 inh: -16; HKDC1 inh: 5

Results for O=C(CC(=O)N/N=C/c1ccc(Cl)cc1Cl)NCc1ccccc1 ?
MPTP block: 0.3; PfGluPho inh: 28; SENP8 inh: 6; NR3A LBD binder: 0; ATG4B inh: 2; SENP7 block: -2; SENP6 inh: -7; HKDC1 inh: -4

What do the screens show for `CCOCCCN(C(=O)c1snc(C(N)=O)c1N)C(C(=O)NC1CCCC1)c1ccc(F)cc1` (stereo not drawn)?
MPTP block: 3.1; PfGluPho inh: -23; SENP8 inh: -328; NR3A LBD binder: -6; ATG4B inh: 6; SENP7 block: 1; SENP6 inh: -10; HKDC1 inh: -1

How did CCOCCCN1CC(C(=O)NCCc2ccccc2)CC1=O (stereo not drawn) do in these assays?
MPTP block: 0.7; PfGluPho inh: -1; SENP8 inh: 11; NR3A LBD binder: 0; ATG4B inh: -1; SENP7 block: 8; SENP6 inh: -4; HKDC1 inh: -5

Results for CC(C)NC(=O)CCNC(=O)c1ccc(F)cc1 ?
MPTP block: -1.3; PfGluPho inh: -8; SENP8 inh: 6; NR3A LBD binder: 0; ATG4B inh: 14; SENP7 block: -2; SENP6 inh: -6; HKDC1 inh: -8
